Compound activity as filed in PubChem.
PAFAH2 FP inh: PAFAH2 enzyme inhibitors, primary screen, biochemical, fluorescence polarization, human. Platelet-activating factor acetylhydrolase 2, cytoplasmic (Homo sapiens), Q99487. recombinant PAFAH2, FP-rhodamine activity probe. inhibition, % at 3.39 µM. 340,000 tested, 0.99% active. AID 492956, 2010;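 active means inhibition above the mean over all tested compounds plus 3 SD, cut at about 30% in these data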;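 further: inhibitors block probe labeling of enzyme so polarization drops; 0% = enzyme with DMSO and 100% = wells lacking PAFAH2 protein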
Fam108B inh: mouse Fam108B serine hydrolase inhibitors, primary screen, counter-screen for RBBP9 inhibitor project, biochemical, fluorescence polarization. recombinant Fam108B, FP-Rh probe fluorescence polarization. inhibition, % at 9.51 µM. 300,000 tested, 0.33% active. AID 1947, 2009;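 active means inhibition above the screen mean inhibition plus 3 SD, computed separately per campaign, cut at about 18% in these data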;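 further: inhibitors lower polarization as less probe binds the enzyme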
pPAFAH inh: pPAFAH enzyme inhibitors, primary screen, biochemical, fluorescence polarization, human. recombinant pPAFAH, FP-rhodamine probe fluorescence polarization. inhibition, % at 3.39 µM. AID 463082, 2010. 330,000 tested, 1.5% active. Platelet-activating factor acetylhydrolase (Homo sapiens), Q13093;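 active means inhibition above the mean inhibition across the screen plus 3 SD, cut at about 25% in these data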;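 further: inhibitors block binding of the rhodamine activity-based probe so polarization drops; 0% = enzyme with DMSO and 100% = wells lacking pPAFAH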
Target sequence (Q13093 whole entry, looked up): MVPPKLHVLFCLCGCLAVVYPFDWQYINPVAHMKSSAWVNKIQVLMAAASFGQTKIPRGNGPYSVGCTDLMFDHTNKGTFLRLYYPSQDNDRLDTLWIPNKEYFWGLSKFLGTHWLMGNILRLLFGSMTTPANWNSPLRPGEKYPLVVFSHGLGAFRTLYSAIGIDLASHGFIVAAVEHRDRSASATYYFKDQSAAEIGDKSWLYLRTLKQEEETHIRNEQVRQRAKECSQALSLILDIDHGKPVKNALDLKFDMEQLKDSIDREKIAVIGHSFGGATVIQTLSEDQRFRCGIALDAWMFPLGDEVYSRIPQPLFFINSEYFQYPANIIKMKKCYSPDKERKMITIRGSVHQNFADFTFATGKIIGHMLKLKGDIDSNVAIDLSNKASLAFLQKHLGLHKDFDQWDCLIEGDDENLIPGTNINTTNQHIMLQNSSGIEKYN
PAFAH1B2 FP inh: PAFAH1B2 enzyme inhibitors, primary screen, biochemical, fluorescence polarization, human | Platelet-activating factor acetylhydrolase IB subunit alpha2 (Homo sapiens), P68402 | recombinant PAFAH1B2, FP-rhodamine activity probe | inhibition, % at 3.39 µM | 340,000 tested, 1.2% active | AID 492953, 2010;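 active means inhibition above the mean of all tested compounds plus 3 SD, cut at about 24% in these data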;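 further: 0% = enzyme with DMSO and 100% = wells lacking PAFAH1B2; many of its hits are not listed in these tables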
GSTO1 counter: inhibitors of recombinant GSTO1, primary screen, counter-screen for RBBP9 inhibitor project, biochemical, fluorescence polarization | Glutathione S-transferase omega-1 (Homo sapiens), P78417 | activity-based probe fluorescence polarization | inhibition, % at 5.96 µM | 300,000 tested, 1.1% active | AID 1974, 2009;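 active means inhibition above the campaign mean inhibition plus 3 SD, cut at about 35% in these data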;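 further: 0% = GSTO1-1 with DMSO and 100% = wells lacking GSTO1-1 enzyme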
Target sequence (P78417 whole entry, looked up): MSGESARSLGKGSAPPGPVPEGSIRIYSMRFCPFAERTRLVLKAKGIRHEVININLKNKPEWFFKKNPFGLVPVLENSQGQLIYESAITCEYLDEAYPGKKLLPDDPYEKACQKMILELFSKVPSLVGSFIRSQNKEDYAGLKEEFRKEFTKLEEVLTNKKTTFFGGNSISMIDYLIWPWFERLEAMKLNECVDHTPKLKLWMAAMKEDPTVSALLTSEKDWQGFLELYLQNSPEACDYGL
PAFAH1B3 inh: PAFAH1B3 enzyme inhibitors, primary screen, biochemical, fluorescence polarization, human; Platelet-activating factor acetylhydrolase IB subunit alpha1 (Homo sapiens), Q15102; recombinant PAFAH1B3, FP-rhodamine probe; inhibition, % at 3.39 µM; 340,000 tested, 0.28% active; AID 492972, 2010;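 active means inhibition above the screen-wide average of all tested compounds plus 3 SD, cut at about 25% in these data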;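 further: 0% = enzyme with DMSO only and 100% = wells lacking PAFAH1B3 protein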
LYPLA1 counter: LYPLA1 inhibitors, primary screen, counter-screen for PME1 inhibitor project, biochemical, fluorescence polarization, FP-Rh probe ABPP; Acyl-protein thioesterase 1 (Homo sapiens), O75608; recombinant LYPLA1; inhibition, % at 5.9 µM; 320,000 tested, 0.16% active; AID 2174, 2009;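 active means inhibition above the mean of all tested compounds plus 3 SD, set per campaign, cut at about 14% in these data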;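 further: inhibitors block serine hydrolase probe labeling of LYPLA1 so polarization falls; 0% = enzyme with DMSO and 100% = wells lacking LYPLA1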
Target sequence (O75608 whole entry, looked up): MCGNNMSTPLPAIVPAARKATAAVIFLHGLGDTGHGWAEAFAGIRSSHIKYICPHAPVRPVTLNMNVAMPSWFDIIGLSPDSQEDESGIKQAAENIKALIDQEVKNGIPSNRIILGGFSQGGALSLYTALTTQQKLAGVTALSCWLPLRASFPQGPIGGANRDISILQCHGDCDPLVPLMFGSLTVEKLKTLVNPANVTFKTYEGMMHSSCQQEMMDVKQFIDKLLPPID
PME-1 inh: PME-1 inhibitors via competitive probe labeling, primary screen, biochemical, fluorescence polarization, FP-Rh probe, HTS | inhibition, % at 5.9 µM | 320,000 tested, 0.53% active | AID 2130, 2009 | recombinant PME-1;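 active means inhibition above the campaign mean of all compounds plus 3 SD, cut at about 26% in these data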;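 further: competitive labeling of PME-1 active site by serine hydrolase directed probe; 0% = PME-1 with DMSO and 100% = wells lacking PME-1 enzyme; inhibitors block probe labeling so polarization falls and inhibition rises; many of its hits are not listed in these tables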
PAD4 FP inh: human PAD4 inhibitors, primary screen, biochemical, fluorescence polarization, 1536-well format; Protein-arginine deiminase type-4 (Homo sapiens), Q9UM07; recombinant PAD4, RCA probe fluorescence polarization; inhibition, % at 6.36 µM; 330,000 tested, 0.41% active; AID 485272, 2010;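 active means percent inhibition above a cutoff equal to the mean of all tested compounds plus 3 SD, cut at about 15% in these data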;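 further: 0% = PAD4 with RCA probe and DMSO and 100% = probe without PAD4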
* = called active by the depositor; / = no result given. Only part of the results is shown; count on the stated rates, not on these rows.

SMILES	PAFAH2 FP inh	Fam108B inh	pPAFAH inh	PAFAH1B2 FP inh	GSTO1 counter	PAFAH1B3 inh	LYPLA1 counter	PME-1 inh	PAD4 FP inh
COc1ccccc1-c1cc(-c2cc(Cl)ccc2O)n[nH]1	1	-3	2	0	-4	3	1	-3	-3
CCOC(=O)C[C@H]1c2ccccc2S(=O)(=O)N1Cc1ccc(Cl)cc1	5	-2	3	10	3	6	-2	0	-2
Cc1nc(C)c(C(=O)OC(C)C(=O)Nc2ccc(F)cc2)s1 (centres undefined)	5	/	7	6	/	-8	-1	-7	-1
COc1ccccc1/C=N/NC(=O)c1ccc2c(c1)OCO2	3	3	7	-1	3	9	-1	-5	0
CCOc1ccc2c(c1)C(=NNC(=O)c1ccncc1)c1cc(OCC)ccc1-2	-3	3	1	2	7	4	0	10	-11
Cc1cc(C)nc(SC(C(=O)O)c2ccccc2)n1 (centres undefined)	-5	0	9	4	0	4	2	11	-1
COc1cccc(/C=C2\SC(=S)N(N3C(=O)CCCC3=O)C2=O)c1	13	1	3	8	7	6	5	-3	-7
Cc1ccc([C@H]2C(C(=O)O)=C[C@@H](CC3CCCC3)N2S(=O)(=O)c2ccc(C)cc2)cc1	-6	/	2	16	/	4	/	/	1
Cc1cc(=O)[nH]c(N/N=C/c2cc(C)n(-c3ccccc3)c2C)n1	1	-1	31*	2	-1	-2	2	1	-1
CCCCN1C(=O)C(=O)N(CC(=O)Nc2cc(S(=O)(=O)N(C)C)ccc2C)C1=O	-4	3	1	0	6	4	2	-1	1
COc1ccc(N2CC(C(=O)Nc3ccc4c(c3)OCO4)CC2=O)cc1 (centres undefined)	15	1	1	2	-3	8	3	-9	0
CN(CCc1ccccn1)C(=O)CCNC(=O)Cn1cnc2ccccc2c1=O	27	2	-3	3	-6	2	-1	4	2
Cc1cc(Cl)ccc1OCC(=O)Nc1ccc2oc(=O)ccc2c1	-13	-14	-11	-3	-1	2	0	-21	2
CCCn1nnc2c(=O)oc3ccccc3c21	-1	1	1	2	7	1	1	-4	0
CC1CCN(c2c(NCc3ccc(C(=O)N4CCN(C5CCCCC5)CC4)cc3)c(=O)c2=O)CC1	-1	6	1	1	8	-2	3	-5	0
CN(C)c1ccc(/C=N/N2CCN(Cc3ccccc3Cl)CC2)cc1	0	-2	2	2	-1	1	4	-3	4
Cc1ccc(NC(=O)c2oc3ccccc3c2COC(C)C)cc1S(=O)(=O)N1CCOCC1	-11	/	-3	4	/	6	/	/	2
COc1cc(OC)cc(C(=O)N2CCN(c3ccccc3F)CC2)c1	-2	4	-3	2	-1	7	0	0	4
CC1(c2nnc(-c3cccc(Cl)c3)o2)CC(c2ccc(F)cc2)=NO1 (centres undefined)	-4	2	-2	0	-7	4	2	7	-2
COc1ccc(CCNC(=O)c2cccc(S(=O)(=O)N3CCCC3)c2)cc1OC	8	/	3	7	/	8	-1	6	-1
Clc1nc(N2CCOCC2)ncc1Br	3	0	7	7	-3	2	1	-4	0
CCOc1ccc(CNC(=O)C(C)n2ccc3cc(S(=O)(=O)N4CCCC4)ccc32)cc1 (centres undefined)	-3	1	3	2	1	-4	-2	12	4
CCN1CCN(c2ccc(S(=O)(=O)N3CCOCC3)cc2NC(=O)CCC(C)C)CC1	-1	1	7	2	1	-1	2	-3	5
COc1ccc(C(OC(=O)c2ccco2)C(=O)NC2CCCCC2)cc1 (centres undefined)	-5	-3	2	6	1	7	3	7	-2
CN1C(=O)C(CC(=O)Nc2ccc(F)cc2)N(CCCc2ccccc2)C1=S (centres undefined)	1	5	2	27*	-1	2	1	10	0
O=C(COc1ccc2ccccc2c1Br)N1CCN(c2ccccn2)CC1	-2	0	1	2	-2	3	0	10	-1
CC1CCCN(c2ccc(C(=O)NCc3ccco3)cc2[N+](=O)[O-])C1 (centres undefined)	3	-1	11	4	3	-1	1	6	1
O=C(Cn1nnc2ccccc2c1=O)N[C@@H](Cc1c[nH]c2ccccc12)C(=O)O	7	1	4	4	2	10	2	3	-7
CCCCn1c(NS(=O)(=O)c2ccccc2)c(S(=O)(=O)c2ccc(C)cc2)c2nc3ccccc3nc21	57*	54*	10	36*	92*	66*	64*	28*	66*
O=C(COc1ccccc1)Nc1ccc([N+](=O)[O-])cc1	-7	1	11	0	4	6	1	-5	-1
COc1ccc(CNC(=O)COC(=O)c2cncc(Br)c2)cc1	1	0	3	2	4	5	1	-1	-3
COc1ccc(NC(=O)CSCC(=O)NCCc2ccccn2)cc1	7	3	3	4	1	4	1	0	-8
Cc1cc(C)c(S(=O)(=O)c2cc(F)ccc2C)c(Cl)n1	-1	3	5	-7	10	-2	1	0	-5
COc1cc(NC(=S)Nc2cccc(C)n2)cc(OC)c1OC	-4	1	9	-2	4	5	5	5	-1
CCn1c(SCC(=O)NNC(=S)Nc2ccc(C)cc2)nnc1-c1ccc(Cl)cc1	-2	2	5	7	35*	6	-1	-1	-7
CCOc1ccc(C(=O)NCCc2ccc3c(c2)OCCO3)cc1	4	-4	5	2	5	4	-3	-4	-5
COc1ccccc1NC1CCCCC1NS(=O)(=O)c1ccccc1 (centres undefined)	-9	-3	10	3	5	8	0	7	-8
N#Cc1c(NC(=O)c2cccnc2)sc2c1CCC2	3	5	9	10	10	8	1	-8	-2
O=C(NCC1CCCCC1)c1cc([N+](=O)[O-])ccc1Cl	0	1	2	2	2	4	1	1	5
O=C(NCC(c1ccco1)N1CCCCC1)c1cc2c(s1)CCCC2 (centres undefined)	-2	/	2	-2	/	0	1	4	-6
CCCCN(C(=O)CN1C(=O)C2CCCCC2C1=O)c1c(N)n(CCC)c(=O)[nH]c1=O (centres undefined)	2	2	4	1	-3	4	-2	-3	4
CC(C)(C)n1cnc2cc(NC(=O)c3ccco3)ccc21	11	-3	1	-2	-3	10	0	1	-5
O=c1c2nnn(-c3ccc(Br)cc3)c2ncn1Cc1ccccn1	3	-2	-1	8	26	2	-5	-14	-4
CCN(C(=O)c1cc(Cl)ccc1OC)C1CCCCC1	3	-1	2	7	-4	-6	3	-1	-1
c1ccc(-c2nccc(-c3ccco3)n2)nc1	-2	4	-2	0	3	4	-1	2	-5
Fc1cc2[nH]cnc2cc1Cl	-1	-4	3	3	2	10	0	-3	4
Cc1nn(C)cc1S(=O)(=O)Nc1ccc2c(c1)OCCO2	9	2	-1	6	5	6	0	4	2
COc1ccccc1OCCCCCNCCO	1	-3	-2	-1	9	5	2	0	1
Cc1ccc(OCCNC(=O)/C=C/c2ccco2)cc1C	4	0	13	2	1	7	-6	1	-5
CCC(C)(C)NC(=O)C(c1cccc(OC)c1)N(C(=O)CNC(=O)c1cccs1)c1cccnc1 (centres undefined)	-4	0	0	-2	8	2	-1	-1	5
CC(C)c1ccc(C(=O)CC2(O)C(=O)N(CN3CCOCC3)c3ccccc32)cc1 (centres undefined)	-2	-11	-9	0	-7	5	4	-4	-4
COc1ccc(NC(=O)CSc2ccccc2)c([N+](=O)[O-])c1	-3	4	7	9	2	-2	-3	-1	2
COC(=O)c1nc2ccc(N3CCOCC3)cc2c(C)c1C(=O)OC	-4	1	-3	-2	1	11	2	-4	-11
CCN(CC)c1ccc(/C=N/NC(=O)Cc2nnc(NC(=O)Nc3ccccc3)s2)cc1	16	47*	20	19	-11	35*	-25	37*	-11
CC(C)(C)n1ncc2c(=O)n(Cc3cc(F)c(Cl)cc3Cl)cnc21	-9	/	1	7	/	4	/	/	-1
COc1cc(OC)cc(-c2c(C#Cc3ccsc3)c3cc(-c4ccc(OC)cc4F)ccc3n2C)c1	5	/	0	-1	/	-1	/	/	-7
CCCCn1c(SCC(=O)NCc2ccco2)nc2c1c(=O)n(C)c(=O)n2C	4	-1	3	3	6	-2	0	-3	-5
CCC1(c2ccc(F)cc2)NC(=O)N(CC(=O)Nc2ccc(C(N)=O)cc2)C1=O (centres undefined)	0	-4	-4	2	-3	8	-1	-5	-3
Nc1ccc(Oc2ccccc2-c2ccccc2)cc1	2	1	7	17	3	10	-1	2	0
C=CCN(C(=O)COC(=O)c1cc[n+]([O-])cc1)c1nc(-c2ccccc2)cs1	-5	/	13	0	/	3	/	/	-4
Later entries
SMILES	PAFAH2 FP inh	Fam108B inh	pPAFAH inh	PAFAH1B2 FP inh	GSTO1 counter	PAFAH1B3 inh	LYPLA1 counter	PME-1 inh	PAD4 FP inh
O=C(CCc1ccccc1)Nc1ccc(S(=O)(=O)N2CCOCC2)cc1	2	0	2	8	2	5	-5	1	0
CN(C(=O)c1cc(S(=O)(=O)N2CCOCC2)cs1)c1ccccc1	-2	4	-2	18	6	1	2	2	2
CCOc1ccc(C(=O)NCC(=O)OCC(=O)NC2CCCC2)cc1	36*	-2	6	5	-5	10	1	-3	-2
COc1cccc(-n2c(C)nc3cc(C(=O)O)ccc32)c1	4	5	5	7	5	4	-1	-5	-2
O=[N+]([O-])c1ccc(N/N=C/c2cccs2)nc1	0	2	7	5	10	2	1	7	-1
Cc1csc(NC(=O)Cn2nc(C)c([N+](=O)[O-])c2C)n1	-3	-5	1	1	4	6	0	-4	-1
C[C@H](CO)N1C[C@H](C)[C@@H](CN(C)Cc2ccc(-c3ccccc3)cc2)Oc2c(NS(=O)(=O)c3ccccc3)cccc2C1=O	10	/	19	4	/	-1	/	/	0
O=C(NCc1ccc(F)cc1)c1cc2n(n1)C(C(F)(F)F)CC(C1CC1)N2 (centres undefined)	-5	0	9	-1	4	-2	-2	-5	2
OCCN(Cc1ccccc1)CC1CC=CCC1 (centres undefined)	0	4	2	-4	2	-7	2	-3	0
CCOC(=O)/C(C#N)=C\c1ccc(O)c(OC)c1	9	0	6	1	1	-1	4	10	4
COc1ccc(NC(=O)Nc2sc(=S)n(C)c2C)cc1	0	2	6	2	-3	-2	0	6	-1
COc1ccc(-n2c(C(C)n3nc(C)c([N+](=O)[O-])c3C)n[nH]c2=S)cc1 (centres undefined)	1	-1	0	3	-2	4	-3	2	-5
CC1CCc2cc(F)cc3c(=O)c(C(=O)O)cn1c23 (centres undefined)	7	-5	-3	1	-1	12	1	-1	5

3 of the entries above in order of their number in pPAFAH inh, largest number first:
SMILES	PAFAH2 FP inh	pPAFAH inh	PAFAH1B2 FP inh	PAFAH1B3 inh	PME-1 inh	PAD4 FP inh
COc1cccc(-n2c(C)nc3cc(C(=O)O)ccc32)c1	4	5	7	4	-5	-2
O=C(CCc1ccccc1)Nc1ccc(S(=O)(=O)N2CCOCC2)cc1	2	2	8	5	1	0
Cc1csc(NC(=O)Cn2nc(C)c([N+](=O)[O-])c2C)n1	-3	1	1	6	-4	-1
